HEK293 tox: HEK 293 cell cytotoxicity; AID 1345083; Potency, µM (titrated, usually from 115 µM), for the others: at the top dose activity change, negative = cytotoxicity, usual class: inhibitors; 6.6% of 94,000 active; HEK 293 viability, ATP luminescence (CellTiter-Glo), 48-72 h; note: potency is the fitted concentration of half-maximal effect; nearly all actives have a fitted effect of over 60% in size
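CellTiter-Glo luminescence (cellular ATP) was read after 48 or 72 hr of compound exposure at 37 degree Celsius. Cells were HEK 293 plated at 250 cells/well.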
Luciferase inh: blocks purified firefly luciferase enzyme activity | AID 1347043 | 2.5% of 76,000 active | Potency, µM (titrated, usually from 115 µM), without a hit: at the highest dose activity change, negative = inhibition, hits mostly inhibitors | purified P. pyralis luciferase, luminescence, biochemical | P08659; note: potency is the fitted concentration of half-maximal effect; nearly all actives have a fitted effect of over 65% in size
Target sequence (P08659 whole entry, looked up): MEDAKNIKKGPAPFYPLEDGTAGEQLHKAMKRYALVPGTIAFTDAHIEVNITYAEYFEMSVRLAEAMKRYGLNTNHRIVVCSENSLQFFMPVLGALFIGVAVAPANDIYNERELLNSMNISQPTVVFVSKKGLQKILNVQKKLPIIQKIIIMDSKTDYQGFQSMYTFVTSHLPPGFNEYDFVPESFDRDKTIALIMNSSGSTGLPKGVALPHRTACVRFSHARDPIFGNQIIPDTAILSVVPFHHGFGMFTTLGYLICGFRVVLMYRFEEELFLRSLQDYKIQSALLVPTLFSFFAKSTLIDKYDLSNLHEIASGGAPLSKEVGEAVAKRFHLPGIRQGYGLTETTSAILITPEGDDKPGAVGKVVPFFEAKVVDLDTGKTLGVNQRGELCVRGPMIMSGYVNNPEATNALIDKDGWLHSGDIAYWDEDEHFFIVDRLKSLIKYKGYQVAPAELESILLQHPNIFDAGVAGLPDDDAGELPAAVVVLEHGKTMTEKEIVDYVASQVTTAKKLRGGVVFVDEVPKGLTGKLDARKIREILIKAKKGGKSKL
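Purified 10nM P. pyralis luciferase with 10uM D-luciferin and 10uM ATP in 50mM Tris acetate pH 7.5, 10mM Mg acetate, 0.01% Tween-20, 0.05% BSA. qHTS titration; luminescence read by CCD imager.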
SNCA expr inh: reduces expression of the alpha-synuclein gene. HEK-293 SNCA-luciferase knock-in, luminescence, 24 h. Potency, µM (titrated, usually from 57.2 µM), without a hit: at the highest dose activity change, negative = inhibition, most hits filed as inhibitors. 0.17% of 140,000 active;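 note: potency is the fitted concentration of half-maximal effect; plate controls were DMSO cells for no effect and cell-free wells for full effect; nearly all actives have a fitted effect of over 45% in size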
IP6K1 inhibitor: inhibitors of human IP6K1; Q92551; IP6K1 kinase, ADP-Glo luminescence, 2 h; hits give low values; activity change, % (series mostly up to about 58 µM); 0.81% of 140,000 active; AID 1645851; in the data active = activity change below about -25%
Target sequence (Q92551 whole entry, looked up): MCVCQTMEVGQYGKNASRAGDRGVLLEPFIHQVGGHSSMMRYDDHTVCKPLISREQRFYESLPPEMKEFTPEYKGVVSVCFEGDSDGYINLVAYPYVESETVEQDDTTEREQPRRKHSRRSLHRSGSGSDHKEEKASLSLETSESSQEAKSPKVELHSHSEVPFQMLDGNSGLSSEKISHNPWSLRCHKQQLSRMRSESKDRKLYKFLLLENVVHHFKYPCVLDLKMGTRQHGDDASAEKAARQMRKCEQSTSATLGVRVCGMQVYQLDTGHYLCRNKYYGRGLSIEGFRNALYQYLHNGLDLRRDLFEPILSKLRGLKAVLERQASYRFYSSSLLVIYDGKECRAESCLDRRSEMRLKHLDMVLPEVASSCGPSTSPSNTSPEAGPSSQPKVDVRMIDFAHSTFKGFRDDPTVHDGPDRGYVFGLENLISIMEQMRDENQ
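ADP-Glo luminescence measures ADP made by human IP6K1 during a 2 h RT reaction with ATP/IP6 (mix at 1.3 mM/130 uM); top library doses 57.5 and 19.1 uM final.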
NIH3T3 tox: NIH 3T3 cell cytotoxicity; NIH 3T3 viability, CellTiter-Glo ATP luminescence, 48-72 h; Potency, µM (titrated, usually from 96.7 µM), for inactives: top-dose activity change, negative = cytotoxicity, actives largely listed as inhibitors; 4.3% of 94,000 active; note: potency is the fitted concentration of half-maximal effect; nearly all actives have a fitted effect of over 55% in size
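Viability of NIH 3T3 cells after 48 or 72 hr compound treatment at 37 °C was assessed by CellTiter-Glo, with luminescence imaged following a 10 min room-temperature step.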
HEK293 viab: reduces viability of HEK-293 SNCA reporter cells. HEK-293-SNCA-luc viability, GF-AFC fluorescence, 24 h. Potency, µM (top dose mostly 57.1 µM), inactives show top-dose activity change, negative = cytotoxicity, most hits filed as cytotoxic. 0.12% of 150,000 active. AID 1671193;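 note: potency is the fitted concentration of half-maximal effect; 0% = DMSO-treated cells and -100% = medium-only wells without cells; nearly all actives have a fitted effect of over 30% in size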
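Cytotoxicity counterscreen: after 24 h compound treatment of genome-edited SNCA-luciferase HEK-293 cells, live-cell protease substrate GF-AFC read by fluorescence after 30 min; activity scaled between DMSO (0%) and medium-only (-100%), curves Hill-fitted.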
GPT2 inhibitor: blocks human glutamate pyruvate transaminase 2; Q8TD30; Recombinant GPT2, coupled pyruvate oxidase/HRP Amplex Red fluorescence; Potency, µM (highest dose often 57.7 µM), without a hit: at the highest dose activity change, negative = inhibition, most hits filed as inhibitors; 0.25% of 100,000 active; note: potency is the fitted concentration of half-maximal effect; nearly all actives have a fitted effect of over 60% in size; many of its hits are not listed in these tables
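Inhibition is scored from Amplex Red fluorescence generated when pyruvate oxidase and HRP act on pyruvate released by GPT2. Reactions contain 10ng/uL enzyme, 250uM a-KG and 2mM L-alanine and run 30 min at room temperature.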
* marks the source's active call; other numbers are inactive results; [ ] = dose if it differs, or a comment. Unless noted, calls come from the whole dose curve; as a rule, active = well fitted curve in the direction sought with a large enough effect; inconclusive = small, poorly fitted or top-dose-only effect, or another doubt; inactive = no such curve, though single readings can be large; an effect the other way counts as inactive or inconclusive. Unless noted, % is set by controls: 0 for no effect and ±100 for the full control effect.

Results for CCOc1ccc(C(=O)N2CCC3(CC2)N(C)C(=O)CS3(=O)=O)cc1 ?
HEK293 tox: -17%; Luciferase inh: 3%; SNCA expr inh: 2%; IP6K1 inhibitor: -7; NIH3T3 tox: -8%; HEK293 viab: -10%; GPT2 inhibitor: inactive

Results for Cc1ccc(-c2noc([C@@H]3Cc4nc[nH]c4CN3C(=O)c3ccccc3)n2)cc1 ?
HEK293 tox: 0%[172 µM]; Luciferase inh: 40µM*; SNCA expr inh: inconclusive; IP6K1 inhibitor: 7; NIH3T3 tox: -19%[174 µM]; HEK293 viab: -1%[87.6 µM]; GPT2 inhibitor: 3%[88.5 µM]

How did Cn1c(=O)c2c(SCC(=O)N3CCc4ccccc43)nc(-c3ccc(Cl)cc3)nc2n(C)c1=O do in these assays?
SNCA expr inh: 18%; IP6K1 inhibitor: 11; HEK293 viab: 2%

Results for O=C(Nc1cc(C2CC2)nn1-c1ccccc1)C1CC1 ?
HEK293 tox: inactive; SNCA expr inh: -9%[87.6 µM]; IP6K1 inhibitor: -5; NIH3T3 tox: -9%[138 µM]; HEK293 viab: 1%[87.6 µM]; GPT2 inhibitor: -2%[88.5 µM]

Results for Cc1nn(C(=O)CCC(=O)N2CCC(Cc3nncn3CC3CC3)CC2)c2ccccc12 ?
HEK293 tox: -14%; Luciferase inh: -1%; SNCA expr inh: inconclusive; IP6K1 inhibitor: 11; NIH3T3 tox: -23%; HEK293 viab: 12%; GPT2 inhibitor: inactive

How did O=C(c1ccccc1F)N1c2nc(-c3ccco3)nn2C2(CCCCC2)[C@@H]2CCCC[C@@H]21 do in these assays?
SNCA expr inh: -13%; IP6K1 inhibitor: -22; HEK293 viab: inconclusive

How did O=C(Nc1ccccc1)[C@@H]1OCCN(C2CC2)[C@H]1c1ccccc1 do in these assays?
HEK293 tox: -24%; SNCA expr inh: -2%; IP6K1 inhibitor: -2; NIH3T3 tox: -13%; HEK293 viab: 21%; GPT2 inhibitor: inactive

Results for COc1cccc(C(=O)N(CC(C)C)CC2CN(C(=O)Nc3ccccc3)CCO2)c1 (stereo not drawn) ?
HEK293 tox: inconclusive; Luciferase inh: -3%; SNCA expr inh: 8%; IP6K1 inhibitor: 4; NIH3T3 tox: -14%; HEK293 viab: -4%; GPT2 inhibitor: inactive

How did COCCNC(=O)[C@@H]1C[C@H](Oc2cccnc2)CN1C(=O)c1ccc(C)s1 do in these assays?
HEK293 tox: inactive; Luciferase inh: 1%; SNCA expr inh: -23%; IP6K1 inhibitor: 0; NIH3T3 tox: -3%; HEK293 viab: -7%; GPT2 inhibitor: inactive

How did CC(=O)OC1C(C)OC(Oc2c(-c3ccc(O)cc3)oc3cc(O)cc(O)c3c2=O)C(O)C1OC(C)=O (stereo not drawn) do in these assays?
SNCA expr inh: 5%; HEK293 viab: 2%; GPT2 inhibitor: inactive

Continued; the last 2 above are carried over.
How did COCCNC(=O)[C@@H]1C[C@H](Oc2cccnc2)CN1C(=O)c1ccc(C)s1 do in these assays?
HEK293 tox: inactive; Luciferase inh: 1%; SNCA expr inh: -23%; IP6K1 inhibitor: 0; NIH3T3 tox: -3%; HEK293 viab: -7%; GPT2 inhibitor: inactive

How did CC(=O)OC1C(C)OC(Oc2c(-c3ccc(O)cc3)oc3cc(O)cc(O)c3c2=O)C(O)C1OC(C)=O (stereo not drawn) do in these assays?
SNCA expr inh: 5%; HEK293 viab: 2%; GPT2 inhibitor: inactive

What do the screens show for `CCCN(CCc1ccccc1)C1CCc2c(O)cccc2C1` (stereo not drawn)?
SNCA expr inh: -7%; HEK293 viab: -9%; GPT2 inhibitor: -3%

How did O=C(C1CCCC1)N1CCC(CCOc2ccccc2F)C1 (stereo not drawn) do in these assays?
HEK293 tox: inconclusive; Luciferase inh: 0%; SNCA expr inh: 1%; IP6K1 inhibitor: 13; NIH3T3 tox: inconclusive; HEK293 viab: -3%; GPT2 inhibitor: -21%

What do the screens show for `CCN(C(=O)CCn1cnc2onc(-c3ccc(F)cc3)c2c1=O)c1ccc(OC)cc1`?
SNCA expr inh: inconclusive; IP6K1 inhibitor: 44; HEK293 viab: -28%

What do the screens show for `C[C@@H]1CC[C@]2(C(=O)O)CC[C@]3(C)C(=CCC4[C@@]5(C)C[C@@H](O)[C@H](O)[C@@](C)(CO)C5CC[C@]43C)C2[C@]1(C)O` (stereo partly drawn)?
IP6K1 inhibitor: -14; HEK293 viab: 6%[23.9 µM]; GPT2 inhibitor: inactive

Results for COc1cc2c(c(O)c1OC/C=C(\C)CC/C=C(/C)CCC=C(C)C)CN(C(CCC(=O)O)C(=O)O)C2=O (stereo not drawn) ?
IP6K1 inhibitor: 0; HEK293 viab: -16%[23.9 µM]; GPT2 inhibitor: inconclusive

How did Cc1cccc(-c2nc(SCC(=O)Nc3cccc(C(F)(F)F)c3)n3[nH]c(=O)cc3n2)c1 do in these assays?
SNCA expr inh: inconclusive; IP6K1 inhibitor: -11; HEK293 viab: 1%

How did Cc1ccc(NC(=O)Cn2c(C)cc3nc4n(c(=O)c32)CCCC4)c(Cl)c1 do in these assays?
HEK293 tox: 9%; Luciferase inh: -3%; SNCA expr inh: 22%; IP6K1 inhibitor: -1; NIH3T3 tox: -8%; HEK293 viab: 0%; GPT2 inhibitor: 1%

How did O=C(NC1CCCCC1)N1CCC(c2nnc3n2CCNC3)CC1 do in these assays?
HEK293 tox: -3%; SNCA expr inh: -16%; IP6K1 inhibitor: 3; NIH3T3 tox: -6%; HEK293 viab: -2%; GPT2 inhibitor: 0%

What do the screens show for `COc1ccc(S(=O)(=O)N2CCC(C(=O)Nc3ccc(Oc4ccccc4)cc3)CC2)cc1OC`?
SNCA expr inh: 7%; IP6K1 inhibitor: -10; HEK293 viab: 5%

How did CC(C)C(=O)N1CCOC[C@H](Oc2ccc(C(F)(F)F)cn2)C1 do in these assays?
HEK293 tox: -23%[172 µM]; Luciferase inh: 0%[172 µM]; SNCA expr inh: -2%[87.6 µM]; IP6K1 inhibitor: 8; NIH3T3 tox: -13%[138 µM]; HEK293 viab: -3%[87.6 µM]; GPT2 inhibitor: -5%[88.5 µM]

Entries shown so far that contain an NH in an aromatic ring, in the order listed:
Results for Cc1ccc(-c2noc([C@@H]3Cc4nc[nH]c4CN3C(=O)c3ccccc3)n2)cc1 ?
HEK293 tox: 0%[172 µM]; Luciferase inh: 40µM*; SNCA expr inh: inconclusive; IP6K1 inhibitor: 7; NIH3T3 tox: -19%[174 µM]; HEK293 viab: -1%[87.6 µM]; GPT2 inhibitor: 3%[88.5 µM]

How did Cc1cccc(-c2nc(SCC(=O)Nc3cccc(C(F)(F)F)c3)n3[nH]c(=O)cc3n2)c1 do in these assays?
SNCA expr inh: inconclusive; IP6K1 inhibitor: -11; HEK293 viab: 1%

Other compounds
What do the screens show for `Cc1nn(-c2ccccc2)c2c1C(C(C)C)N(C1CCN(C(=O)c3ccccc3Cl)CC1)C2=O` (stereo not drawn)?
HEK293 tox: inconclusive; IP6K1 inhibitor: 9; NIH3T3 tox: inconclusive

What do the screens show for `CN1C(=O)C(CC(=O)N2CCC(C#N)CC2)(Cc2ccccc2)c2ccccc21` (stereo not drawn)?
HEK293 tox: 3%; Luciferase inh: -4%; SNCA expr inh: 1%; IP6K1 inhibitor: 15; NIH3T3 tox: -14%; HEK293 viab: -9%; GPT2 inhibitor: inactive[11.5 µM]

Results for CCc1cccc2c(C(CC(=O)NCCc3ccc(OC)c(OC)c3)c3cccc(F)c3)c[nH]c12 (stereo not drawn) ?
HEK293 tox: 28µM*; Luciferase inh: 4%; SNCA expr inh: inconclusive; IP6K1 inhibitor: -3; NIH3T3 tox: inconclusive; HEK293 viab: -21%; GPT2 inhibitor: 3%

What do the screens show for `Cc1ccccc1C(=O)N1CCC(N2C(=O)CCC2C(=O)NC(C)C)CC1` (stereo not drawn)?
HEK293 tox: -1%; SNCA expr inh: 2%; IP6K1 inhibitor: 15; NIH3T3 tox: -12%; HEK293 viab: 3%; GPT2 inhibitor: -7%

How did CNc1nc2c(c(C(=O)N3CCCC3)n1)CN(CC1(O)CCNC1)CC2 (stereo not drawn) do in these assays?
HEK293 tox: -7%; Luciferase inh: -9%; SNCA expr inh: 5%; IP6K1 inhibitor: -6; NIH3T3 tox: -13%; HEK293 viab: -2%; GPT2 inhibitor: 2%

How did COc1ccccc1-c1cc2c(ccn2C)c(C(=O)NCc2cnccn2)n1 do in these assays?
HEK293 tox: inconclusive; Luciferase inh: 16%[172 µM]; SNCA expr inh: 12%[87.6 µM]; IP6K1 inhibitor: -13; NIH3T3 tox: inconclusive; HEK293 viab: 3%[87.6 µM]; GPT2 inhibitor: 2%[88.5 µM]

How did C[C@@H]1CN(c2cc(C3CC3)ncn2)C[C@@]1(O)C1CCC1 do in these assays?
HEK293 tox: inconclusive; Luciferase inh: -24%; SNCA expr inh: 20%; IP6K1 inhibitor: 5; NIH3T3 tox: -22%; HEK293 viab: -3%; GPT2 inhibitor: -30%

What do the screens show for `CCC(c1cccs1)N1C(=O)[C@H]2CN(S(=O)(=O)Cc3ccccc3)C[C@H]2C1=O` (stereo partly drawn)?
HEK293 tox: inconclusive; Luciferase inh: 0%; SNCA expr inh: -7%; IP6K1 inhibitor: 5; NIH3T3 tox: -12%; HEK293 viab: 3%; GPT2 inhibitor: 5%

Results for O=C1NCc2ccccc2CC12CCCN2Cc1ccc(OC(F)(F)F)cc1 (stereo not drawn) ?
HEK293 tox: inconclusive; SNCA expr inh: inconclusive; IP6K1 inhibitor: -8; NIH3T3 tox: inconclusive; HEK293 viab: inconclusive; GPT2 inhibitor: inactive

Results for CN(Cc1ccccc1)Cc1cn([C@H]2CO[C@H]3[C@@H]2OC[C@@H]3NC(=O)CCC(=O)O)nn1 ?
HEK293 tox: inconclusive; Luciferase inh: inconclusive; SNCA expr inh: -25%[87.6 µM]; IP6K1 inhibitor: 1; NIH3T3 tox: inconclusive; HEK293 viab: -13%[87.6 µM]; GPT2 inhibitor: -20%[88.5 µM]

Results for CCN(Cc1ccccc1)S(=O)(=O)c1ccc(F)c(C(=O)Nc2ccc(C(C)C)cc2)c1 ?
SNCA expr inh: 6%; IP6K1 inhibitor: -23; HEK293 viab: -7%

What do the screens show for `COc1cc(NC(=O)C(Cc2ccccc2)NS(=O)(=O)c2cccc3nsnc23)cc(OC)c1` (stereo not drawn)?
SNCA expr inh: 4%; IP6K1 inhibitor: -1; HEK293 viab: -4%

How did COc1ccc(OC)c(NC(=O)Cn2c(=O)n(-c3cccc(C)c3)c(=O)c3c2cc(C)n3C)c1 do in these assays?
HEK293 tox: inconclusive; Luciferase inh: -6%; SNCA expr inh: inconclusive; IP6K1 inhibitor: 42; NIH3T3 tox: -11%; HEK293 viab: -24%; GPT2 inhibitor: inactive

What do the screens show for `N#Cc1cccc(CN2CCN(c3nccc(Cl)n3)C(=O)C2)c1`?
HEK293 tox: 1%[172 µM]; Luciferase inh: -7%[172 µM]; SNCA expr inh: -4%[87.6 µM]; IP6K1 inhibitor: 16; NIH3T3 tox: -25%[138 µM]; HEK293 viab: 5%[87.6 µM]; GPT2 inhibitor: inactive

A portion of the library (hit frequency here may not be typical).
